# Screening data from PubChem BioAssay.
# Lamin A splicing – qHTS Assay for Modulators of Lamin A Splicing; HeLa LMNA splicing GFP/RFP minigene ratio, 48 h; Potency, µM (doses to about 46.1 µM), for inactives: top-dose ratio change, negative = inhibition, hits mostly inhibitors; hit rate 0.01% among 200,000; active means well fitted inhibition curve with a large enough effect in the signal ratio, with a control signal flat, not every such curve was filed as active; inconclusive means small, poorly fitted or top-dose-only effect, or effect the other way, or a change in a side signal; the % refers to the signal ratio; further: potency means the concentration at half of the fitted maximal effect; on the % scale 0 is the no-effect control and ±100 the full control effect
#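 Read-out is the ratio of GFP to DsRed2 object intensity, acquired by 488 nm laser-scanning cytometry on HeLa lamin A-EGFP minigene reporter cells. Compound incubation 48 hrs at 37 °C in Opti-MEM with 2% FBS; DMSO 0.5% final.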
# Luc counter – Counterscreen for Luciferase (Kinase-Glo TM) Inhibition; hit rate 0.28% among 200,000; Potency, µM (highest dose often 38.3 µM), without a hit: at the top dose activity change, negative = inhibition, most hits filed as inhibitors; AID 1379, 2008; Kinase-Glo luciferase, ATP luminescence, 8 min; further: potency means the concentration at half of the fitted maximal effect; on the % scale 0 is the no-effect control and ±100 the full control effect; nearly all actives have a fitted effect of over 60% in size
#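 Recombinant Kinase-Glo luciferase, 10 uM ATP (linear range), luciferin; imidazole pH 7.2 / KCl / MgCl2 / Tween / BSA buffer; 8 min RT; luminescence.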
# SMN2 splice up – qHTS Assay for Enhancers of SMN2 Splice Variant Expression | Potency, µM (doses to about 46.1 µM), inactives show at the top dose activity change, positive = activation, hits mostly activators | AID 1458, 2008 | HEK293 SMN2-luciferase splicing reporter, luminescence, 30-36 h | hit rate 2.8% among 210,000; further: potency means the concentration at half of the fitted maximal effect; % of control where 0% means no effect; nearly all actives have a fitted effect of over 55% in size
#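 HEK293 cells carry an SMN2 minigene-luciferase reporter in which exon 7 inclusion puts luciferase in frame. Cells were seeded at 2000 cells/well, attached for 10-12 hours, then exposed to compounds for 30-36 hours at 37C before ONE-Glo luminescence.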
# HTT ATP protect – qHTS Multiplex Assay to Identify Dual Action Probes in a Cell Model of Huntington: Cytoprotection (ATP); PC12 HTT-Q103 induced, cytoprotection, ATP luminescence, 40 h; AID 1471, 2008; hit rate 0.14% among 230,000; Potency, µM (doses to about 56.4 µM), inactives show cytoprotection (ATP increase), actives largely listed as activators;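 further: potency means the concentration at half of the fitted maximal effect; % of control where 0% means no effect; nearly all actives have a fitted effect of over 45% in size; toxic huntingtin expression switched on by the ecdysone agonist tebufenozide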
#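 Rat PC12, Q103 Htt exon1-GFP fusion, ecdysone promoter; tebufenozide inducer 100 nM final; compound titration; qHTS, 1500 cells/well; ATPlite luminescent read.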
# HttQ103 aggreg – qHTS Multiplex Assay to Identify Dual Action Probes in a Cell Model of Huntington: Aggregate Formation (GFP). PC12 HttQ103-GFP aggregates, Acumen cytometry, 40 h. Potency, µM (series often up to 46.1 µM), inactives show top-dose activity change, negative = inhibition, usual class: inhibitors. hit rate 1.1% among 220,000; further: potency means the concentration at half of the fitted maximal effect; on the % scale 0 is the no-effect control and ±100 the full control effect; nearly all actives have a fitted effect of over 60% in size
#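 Multiplexed with ATP-based cell death, this channel scores GFP aggregates in PC12 cells expressing inducible HTTex1-Q103-GFP. Induction used 100 nM tebufenozide; compounds were tested in concentration series.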
# IMPase Li cell – qHTS Assay for Identifying the Cell-Membrane Permeable IMPase Inhibitors: Potentiation with Lithium; CHO-M1 cells, IP1 TR-FRET (IP-One), carbachol + lithium; Potency, µM (top dose mostly 59.4 µM), without a hit: at the highest dose activity, negative = IMPase inhibition, actives largely listed as inhibitors; hit rate 0.35% among 210,000; AID 1457, 2008;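 further: IP1 builds up when IMPase is blocked and the TR-FRET signal falls; potency means the concentration at half of the fitted maximal effect; plate controls were basal vehicle for no effect and high inhibitor control for full effect; nearly all actives have a fitted effect of over 50% in size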
#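 Readout is a homogeneous TR-FRET IP1 immunoassay (Ex 320, Em 665 and 620), where raised cytosolic IP1 lowers signal. Cells were CHO-M1 treated 30 min at 37C with test compounds plus a little lithium; AC50 values came from Hill-equation fitting.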
# CBFb RUNX1 block – qHTS Assay for Compounds Blocking the Interaction Between CBF-beta and RUNX1 for the Treatment of Acute Myeloid Leukemia | Runt-related transcription factor 1 (Homo sapiens) + Core-binding factor subunit beta … | AlphaScreen CBFb-His/RUNX1-biotin binding, biochemical | Potency, µM (titrated, usually from 59.8 µM), inactives show at the top dose activity, negative = inhibition, actives largely listed as inhibitors | 230,000 tested, under 10 active; further: % of control where 0% means no effect
# Target sequence (Q01196 whole entry, looked up): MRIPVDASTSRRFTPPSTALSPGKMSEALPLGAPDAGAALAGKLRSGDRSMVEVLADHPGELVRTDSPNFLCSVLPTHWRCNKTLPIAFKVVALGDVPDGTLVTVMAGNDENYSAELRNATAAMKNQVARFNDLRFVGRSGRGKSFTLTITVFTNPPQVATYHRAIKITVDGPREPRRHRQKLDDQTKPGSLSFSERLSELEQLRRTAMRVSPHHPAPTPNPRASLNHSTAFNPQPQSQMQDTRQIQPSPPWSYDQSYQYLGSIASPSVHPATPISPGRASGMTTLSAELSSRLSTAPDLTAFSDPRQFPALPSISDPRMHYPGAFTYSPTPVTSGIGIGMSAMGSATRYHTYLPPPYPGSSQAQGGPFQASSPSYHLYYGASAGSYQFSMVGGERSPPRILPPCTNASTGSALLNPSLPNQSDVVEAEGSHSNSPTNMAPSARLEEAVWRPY
# Target sequence (Q13951 whole entry, looked up): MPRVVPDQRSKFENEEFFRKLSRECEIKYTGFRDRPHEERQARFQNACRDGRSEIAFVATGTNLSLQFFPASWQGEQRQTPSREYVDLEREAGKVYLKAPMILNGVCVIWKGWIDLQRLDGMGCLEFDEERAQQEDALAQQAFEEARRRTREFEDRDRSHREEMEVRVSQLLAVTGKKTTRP
#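 Interaction loss through any mechanism counts as activity. Pre-formed complex of His-CBF-beta and biotin-RUNX1 (30 nM apiece) is incubated with compound 15 min, then with 50 ng nickel and 50 ng streptavidin beads for 90 min before AlphaScreen detection.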
# The depositor's hits bear a star; ? = inconclusive; . = not tested or not shown; & = joins results of further samples; [ ] = another dose, or the depositor's remark. Unless noted, the call rests on the fitted dose curve; in most records, active means well fitted curve in the direction sought with a large enough effect; inconclusive means small, poorly fitted or top-dose-only effect, or another doubt; inactive means no such curve, though single readings can be large; an effect the other way counts as inactive or inconclusive.
SMILES	Lamin A splicing	Luc counter	SMN2 splice up	HTT ATP protect	HttQ103 aggreg	IMPase Li cell	CBFb RUNX1 block
CCOC(=O)C1=NN(C(C)=O)C2(CC(=O)N(c3ccc(C)c(C)c3)C2=O)C1 (configuration not stated)	?	0%	7%	.	16%	-3%	7%
CN1C/C(=N\S(=O)(=O)c2ccccc2)N(C)C1=O	-5%	0%	-1%	.	5%	-6%	3%
CC1(C)OC(=O)C=C[C@@]2(C)C1C[C@@H](O)[C@]1(C)C2CC[C@@]2(C)C(c3ccoc3)OC(=O)[C@H]3O[C@]321 (some centres not stated)	.	-1%	5%	2%	.	15%	9%
CC1CCC(=NNC(=O)Cc2cccn2C)CC1 (configuration not stated)	?	3%	11%	9%[10 µM]	24%	8%	9%
CC(=O)Nc1ccc(OCc2cnc(Cl)s2)cc1	.	1%	12%	-38%[inhibitor]	5%	-5%	-2%
CCOc1ccccc1N/C(=N/c1nc(C)cc(C)n1)NC(=O)Nc1ccc(Cl)c(Cl)c1	-4%	-1%	-37%[inhibitor]	-11%[10 µM]	2%	8%	-10%
Cc1nn(C)c(C)c1C1C(C#N)=C(N)OC2=C1C(=O)CC(C)(C)C2 (configuration not stated)	14%	2%	26%	-5%[10 µM]	-3%	-3%	5%
NCCCC[C@H]1CNC(=O)C(=O)N1CC1CCCCC1	.	.	.	-10%[10 µM]	-6%[9.22 µM]	.	0%

# In a second layout: 2 of the compounds above.
# Fields: Lamin A splicing	Luc counter	SMN2 splice up	HTT ATP protect	HttQ103 aggreg	IMPase Li cell	CBFb RUNX1 block
CN1C/C(=N\S(=O)(=O)c2ccccc2)N(C)C1=O
    -5%	0%	-1%	.	5%	-6%	3%
CC1(C)OC(=O)C=C[C@@]2(C)C1C[C@@H](O)[C@]1(C)C2CC[C@@]2(C)C(c3ccoc3)OC(=O)[C@H]3O[C@]321 (some centres not stated)
    .	-1%	5%	2%	.	15%	9%

# (cont.)
SMILES	Lamin A splicing	Luc counter	SMN2 splice up	HTT ATP protect	HttQ103 aggreg	IMPase Li cell	CBFb RUNX1 block
CC(Oc1ccccc1)C(=O)Nc1nc2c(s1)C(=O)CC(C)(C)C2 (configuration not stated)	18%	-5%	-20%	2%	4%	-14%[38.3 µM]	3%
Cc1ccc2cc(C)c3nnc(SCC(=O)c4cccs4)n3c2c1C	?	5%	7%	21%[10 µM]	?	4%	-6%
CC(C)CCN(C(=O)CNC(=O)c1cccs1)C(C(=O)NC1CCCCC1)c1cccnc1 (configuration not stated)	.	.	.	-19%[10 µM]	-14%[9.22 µM]	.	16%
O=C(N/N=C/c1ccc(O)cc1)c1csc2ccccc12	0%	-7%	4%	-14%	2%	-5%[38.3 µM]	-1%
CCc1nnc(NC(=O)c2ccncc2)s1	5%	-6%	-3%	-16%	-9%	-6%[38.3 µM]	5%
NC(=O)C1CCN(C(=O)CCSc2ccccc2)CC1	-6%	-3%	?	7%[10 µM]	16%	-4%	2%
CCOC(=O)c1cncc(C#CCOC(=O)Nc2ccc(OC(F)(F)F)cc2)c1	?	.	.	-14%[10 µM]	2%[9.22 µM]	.	6%
CCCCNS(=O)(=O)c1ccc2nc(-c3cccnc3)cc(C(=O)NC(C)C)c2c1	?	-2%	4%	.	-4%	-5%	2%[2.36 µM]
CCOC(=O)C(NC(=O)NCc1cccc(C(F)(F)F)c1)(OCC)C(F)(F)F (configuration not stated)	2%	2%	-15%	-11%[10 µM]	-3%	5%	9%
O=S1(=O)c2ccccc2C(CCO)N1Cc1ccccc1 (configuration not stated)	.	.	.	-7%[10 µM]	8%[9.22 µM]	.	0%&3%
Cc1cc(-c2ccccc2)nc(N(C)NC(=O)c2cccc(C(F)(F)F)c2)c1S(C)(=O)=O	15%	0%	8%	0%[10 µM]	?	21%[38.3 µM]	-1%
S=c1[nH]nc(CCSCc2ccccc2)n1-c1ccccc1	?	0%	1%	-27%	21%	11%	1%
CCN(CC)CCN(Cc1cc2cc3c(cc2[nH]c1=O)OCO3)C(=S)NCC1CCCO1 (configuration not stated)	.	-2%	5%	-4%[10 µM]	8%[9.22 µM]	11%	4%
CCN(CC)c1ccc(NC(=O)c2ccccc2F)cc1	?	0%	11µM*	-88%[inhibitor][0.074 µM]	-9%	25%[38.3 µM]	-20%
NNC(=O)c1cc2c(N3CCC(Cc4ccccc4)CC3)ncnc2s1	?	-1%	-46%[inhibitor]	-13%[10 µM]	?	22%	-2%
O=C(c1ccc(Br)o1)N(Cc1ccccc1)Cc1ccccc1	?	2%[39.9 µM]	-24%	-32%[inhibitor]	-18%	5%&25%	-2%[89.1 µM]

# Another view of 5 compounds above:
# Value order – Lamin A splicing | Luc counter | SMN2 splice up | HTT ATP protect | HttQ103 aggreg | IMPase Li cell | CBFb RUNX1 block
- O=S1(=O)c2ccccc2C(CCO)N1Cc1ccccc1 (configuration not stated)
→ . | . | . | -7%[10 µM] | 8%[9.22 µM] | . | 0%&3%
- NNC(=O)c1cc2c(N3CCC(Cc4ccccc4)CC3)ncnc2s1
→ ? | -1% | -46%[inhibitor] | -13%[10 µM] | ? | 22% | -2%
- Cc1cc(-c2ccccc2)nc(N(C)NC(=O)c2cccc(C(F)(F)F)c2)c1S(C)(=O)=O
→ 15% | 0% | 8% | 0%[10 µM] | ? | 21%[38.3 µM] | -1%
- O=C(c1ccc(Br)o1)N(Cc1ccccc1)Cc1ccccc1
→ ? | 2%[39.9 µM] | -24% | -32%[inhibitor] | -18% | 5%&25% | -2%[89.1 µM]
- CCN(CC)c1ccc(NC(=O)c2ccccc2F)cc1
→ ? | 0% | 11µM* | -88%[inhibitor][0.074 µM] | -9% | 25%[38.3 µM] | -20%

# New compounds follow:
SMILES	Lamin A splicing	Luc counter	SMN2 splice up	HTT ATP protect	HttQ103 aggreg	IMPase Li cell	CBFb RUNX1 block
COC(=O)c1ccc(NC(=O)CCn2cccc2)cc1	-3%	-4%	-8%	-5%	17%	3%[38.3 µM]	-2%
CCCCC(=O)Oc1cc(C)[nH]c(=O)c1[N+](=O)[O-]	.	0%	-29%	9%	8%	-8%	3%
CC(/C=N/N1CCN(c2ccc(C)cc2)CC1)=C\c1ccccc1	-6%	-1%	-25%	4%[1.9 µM]	-7%	-7%	1%
Cc1nc(-c2ccccc2)sc1C(=O)CSc1ccccc1	-1%	1%	1%	-11%[10 µM]	15%	13%[38.3 µM]	?
CCOC(=O)c1[nH]c(=O)[nH]c1CSCCO	-14%	-2%	-12%	-6%[10 µM]	-2%	22%[38.3 µM]	5%
CSc1nc(C)c(C(=O)Nc2ccccc2)c(-c2ccco2)c1C#N	.	.	.	24%[10 µM]	-22%[9.22 µM]	.	12%
O=C(CSc1ccc(F)cc1)Nc1ccc(Br)cc1	8%[46 µM]	-2%	?	-15%	4%	6%	14%
NCCc1nnc(SCc2ccc(F)cc2)o1	-4%	-1%	1%	-2%	-20%	0%[38.3 µM]	9%
CCOc1ccc(/C=C2\SC(=S)N(C(C(=O)O)c3ccccc3)C2=O)cc1OC (configuration not stated)	.	.	.	-6%[10 µM]	-8%[9.22 µM]	.	-5%
CC1CCN(C(=O)C2CCN(S(=O)(=O)c3cccnc3)CC2)CC1	10%	2%	-3%	-4%	8%[9.22 µM]	18%[38.3 µM]	2%
C=CCn1c(=O)n2ncnc2c2c3c(sc21)CCCC3	2%	-2%	0%	13%	14%	29%[38.3 µM]	-6%
COc1ccc(/C=C/C(=O)O)cc1S(=O)(=O)Nc1ccc2c(c1)OCO2	.	.	.	6%[10 µM]	7%[9.22 µM]	.	-3%
Cn1cnc(S(=O)(=O)Nc2ccccc2N2CCOCC2)c1	.	.	.	16%[10 µM]	5%[9.22 µM]	.	9%
CNc1ccc(C(O)(C(F)(F)F)C(F)(F)F)cc1C(O)(C(F)(F)F)C(F)(F)F	-14%	-4%	.	-8%	13%	29%[38.3 µM]	10%
O=C(COC(=O)c1ccc2c(c1)S(=O)(=O)c1ccccc1C2=O)NC1CC1	2%[46 µM]	5%	12%	-6%[10 µM]	29%	5%	8%
COc1ccc(-n2nc(C(=O)NCC(=O)NCCCN3CCCCCC3)c3ccccc3c2=O)cc1Cl	1%[46 µM]	-1%	-59%[inhibitor]	-32%[inhibitor]	-2%	8%	?
Nc1cc(=O)[nH]c(SCCNS(=O)(=O)c2ccccc2)n1	8%	0%	-5%	-29%	4%	8%[38.3 µM]	?
COC(=O)N1CCC2(CCN(C(=O)Nc3ccc(OC)cc3)CC2)CC1	.	-4%	-11%	-30%[inhibitor]	.	-13%	.
CCC(C)NS(=O)(=O)c1ccc(NC(=O)c2c(-c3ccccc3)noc2C)cc1 (configuration not stated)	2%	2%	19%	5%	-22%	7%[38.3 µM]	1%
O=C(NCc1ccc2[nH]c3c(c2c1)CCCC3)c1ccc(S(=O)(=O)N2CCCCC2)cc1	?	-2%	-29%	.	-10%	-2%	2%[2.36 µM]
